Screening data deposited in PubChem by National Center for Advancing Translational Sciences (NCATS).
IkB signaling: inhibitors of IkB signaling in ABC-DLBCL cells | ABC-DLBCL IkBa-CBG/CBR dual luciferase ratio, 4 h; response scale: scaled: untreated 0%, proteasome inhibitor 100% | Potency, µM (top dose mostly 57.1 µM), without a hit: at the highest dose IkBa stabilization activation | 0.04% of 110,000 active | AID 445; active = well fitted curve in the direction sought with a large enough effect in the signal ratio, not every such curve was filed as active; inconclusive = small, poorly fitted or top-dose-only effect, or a change in a side signal; the % refers to the signal ratio;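 also: the direction sought is a rising ratio; 0% = basal untreated cells and 100% = reference inhibitor full response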
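Curves were fitted separately to fusion (green), unfused (red) and ratio luminescence, then classed by r2, magnitude and activity. Cells: OCI-Ly3, 4 h compound plus doxycycline at 37C; 10 uM MG-132 defined full response.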
p53ts 39C kill: p53ts cell cytotoxicity, nonpermissive temperature. H1299-p53A138V viability at 39C, ATP luminescence, 24 h. Potency, µM (highest dose often 46.1 µM), inactives show at the top dose activity change, negative = cell killing, usual class: cytotoxic. 1.5% of 130,000 active. AID 902; also: nearly all actives have a fitted effect of over 55% in size
p53ts 32C tox: cytotoxicity in p53ts cells at permissive temperature | Potency, µM (series often up to 46.1 µM), inactives show at the highest dose activity change, negative = cytotoxicity, actives largely listed as cytotoxic | H1299-p53A138V at 32C, ATP luminescence viability, 24 h | 0.93% of 130,000 active;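 also: 0% = DMSO and -100% = full killing by reference compound; nearly all actives have a fitted effect of over 55% in size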
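H1299-p53 A138V cells (temperature-sensitive p53) exposed 24 h to up to 46 uM compound at 32C, where p53 is wild-type in conformation. Viability read as ATP luminescence and normalised to DMSO and 100 uM tamoxifen. AC50 fitted with the Hill equation.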
Imprint erasure: inducers of genomic imprint erasure in mouse ES cells; mouse ES Peg3-LacZ reporter, beta-gal luminescence, 40 h; Potency, µM (top dose mostly 60.7 µM), for the others: at the highest dose activity change, positive = activation, usual class: activators; 0.02% of 110,000 active;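 also: 0% = negative control wells on the plate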
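Gelatin-coated wells received 300 freshly trypsinized female ES cells with a Peg3LacZ-Neo reporter on the maternal allele, then incubated 40 hours at 37C. BetaGlo was added for 5 minutes at room temperature before a single luminescence read.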
Active calls of the source: *; ? = inconclusive; [ ] = another dose, or the depositor's remark. Unless noted, calls follow the shape of the dose curve; as a rule, active = well fitted curve in the direction sought with a large enough effect; inconclusive = small, poorly fitted or top-dose-only effect, or another doubt; inactive = no such curve, though single readings can be large; an effect the other way counts as inactive or inconclusive. Unless noted, % is scaled to controls: 0 for no effect and ±100 for the full control effect; potency is read from the fitted curve at half-maximal effect.

Letters: A = IkB signaling; B = p53ts 39C kill; C = p53ts 32C tox; D = Imprint erasure
1	CCOc1ccccc1NC(=O)Cn1c(=O)oc2cc(S(=O)(=O)NCc3ccccc3)ccc21
  A = 0.4% | B = 19% | C = -2% | D = -15%[10.9 µM]
2	O=c1c(-c2ccccc2)nc2cnc(Nc3ccccc3)nc2n1C[C@H]1CCCO1
  A = 0.0%[11.4 µM] | B = -3% | C = -8% | D = ?
3	CCOC(=O)c1c(C)oc2c1c(C(c1ccncc1)N1CCOCC1)c(O)c1ccccc12 (stereo not drawn)
  A = ? | B = 3% | C = ? | D = -15%
4	Nc1c(OCC(=O)O)ccc2cc(S(=O)(=O)O)ccc12
  A = 0.0%[11.4 µM] | B = 8%[9.22 µM] | C = -2%[9.22 µM] | D = -11%[10.9 µM]
5	Cn1cc(Br)c(C(=O)NC2CCCCC2)n1
  A = -2.3% | B = 6% | C = -1% | D = -11%
6	CC(NC(=O)c1ccc(Cl)cc1)C(=O)NC1=NCCS1 (stereo not drawn)
  A = 3.3% | B = -13% | C = -31% | D = 1%
7	CCN(CC)C(=O)N1CCC(NC(=O)c2ccc(C(C)(C)C)cc2)CC1
  A = 4.3% | B = 0% | C = 6% | D = -11%
8	CCn1c(SCC(=O)Nc2cc(C)on2)nc2sc3c(c2c1=O)CCCC3
  A = -0.7% | B = -24% | C = -4% | D = 4%
9	CCc1ccc(-c2ccc3nnc(SCC(=O)Nc4cccc(C(C)=O)c4)n3n2)cc1
  A = -0.3% | B = -11% | C = -3% | D = 16%[10.9 µM]
10	CC(C)(C)c1ccc(-c2nnc(SCc3ccc(Cl)cc3)n2-c2cccc(C(F)(F)F)c2)cc1
  A = 1.1%[11.4 µM] | B = -11%[9.22 µM] | C = 10%[9.22 µM] | D = -10%[10.9 µM]

Looked up above.
#5 in Imprint erasure has -11%
#4 in p53ts 32C tox has -2%[9.22 µM]

Reformatted with bars between the fields: part of the list above
cpd | SMILES | IkB signaling | p53ts 39C kill | p53ts 32C tox | Imprint erasure
10 | CC(C)(C)c1ccc(-c2nnc(SCc3ccc(Cl)cc3)n2-c2cccc(C(F)(F)F)c2)cc1 | 1.1%[11.4 µM] | -11%[9.22 µM] | 10%[9.22 µM] | -10%[10.9 µM]
4 | Nc1c(OCC(=O)O)ccc2cc(S(=O)(=O)O)ccc12 | 0.0%[11.4 µM] | 8%[9.22 µM] | -2%[9.22 µM] | -11%[10.9 µM]

Among those listed so far, these have an aryl thioether with sulfur outside any ring.
Letters: A = IkB signaling; B = p53ts 39C kill; C = p53ts 32C tox; D = Imprint erasure
8	CCn1c(SCC(=O)Nc2cc(C)on2)nc2sc3c(c2c1=O)CCCC3
  A = -0.7% | B = -24% | C = -4% | D = 4%
9	CCc1ccc(-c2ccc3nnc(SCC(=O)Nc4cccc(C(C)=O)c4)n3n2)cc1
  A = -0.3% | B = -11% | C = -3% | D = 16%[10.9 µM]
10	CC(C)(C)c1ccc(-c2nnc(SCc3ccc(Cl)cc3)n2-c2cccc(C(F)(F)F)c2)cc1
  A = 1.1%[11.4 µM] | B = -11%[9.22 µM] | C = 10%[9.22 µM] | D = -10%[10.9 µM]

Not a hit list, and some 1.8% of all compounds hit somewhere here.
